APE1 inh: APE1 (human) endonuclease inhibition. hit rate 0.35% among 350,000. Potency, µM (titrated, usually from 65.8 µM), without a hit: at the highest dose activity change, negative = inhibition, usual class: inhibitors. P27695. recombinant APE1, TAMRA/BHQ-2 abasic DNA cleavage fluorescence;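 note: potency is the fitted concentration of half-maximal effect; plate controls were vehicle for no effect and reference inhibitor for full effect; nearly all actives have a fitted effect of over 55% in size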
Target sequence (P27695 whole entry, looked up): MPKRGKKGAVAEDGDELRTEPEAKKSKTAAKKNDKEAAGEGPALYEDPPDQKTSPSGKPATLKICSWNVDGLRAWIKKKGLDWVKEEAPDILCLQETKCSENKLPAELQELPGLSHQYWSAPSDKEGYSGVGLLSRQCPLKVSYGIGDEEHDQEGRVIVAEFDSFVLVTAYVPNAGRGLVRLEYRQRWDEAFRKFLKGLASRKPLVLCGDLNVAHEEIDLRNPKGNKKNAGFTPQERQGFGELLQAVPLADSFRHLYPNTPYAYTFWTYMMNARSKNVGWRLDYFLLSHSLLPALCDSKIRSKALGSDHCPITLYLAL
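Step 1: APE1 (0.75 nM) with compound, 15 min RT. Step 2: add 50 nM fluorophore/quencher THF duplex. Step 3: three fluorescence reads 60 s apart (525/598 nm); read 3 minus read 1 = reaction progress.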
POLH inh: DNA polymerase eta (human) inhibition; recombinant Pol eta, fluorescent DNA replication assay; Potency, µM (highest dose often 114 µM), for inactives: top-dose activity change, negative = inhibition, most hits filed as inhibitors; hit rate 1.2% among 390,000; AID 588591; note: potency is the fitted concentration of half-maximal effect; % is set by controls: 0 for no effect and ±100 for the full control effect
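Pol eta (10 nM) was preincubated with compounds for 15 min at room temperature, after which fluorescent replication substrate (50 nM final) was added to start the reaction. Fluorescence was read kinetically at 0 and 10 min.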
POLB inh: blocks human DNA polymerase beta activity | P06746 | Pol beta primer extension/strand displacement, fluorescence kinetic | Potency, µM (top dose mostly 114 µM), for the others: at the highest dose activity change, negative = inhibition, usual class: inhibitors | hit rate 1.3% among 340,000 | AID 485314; note: potency is the fitted concentration of half-maximal effect; % is set by controls: 0 for no effect and ±100 for the full control effect
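Pol beta (10 nM) and compounds were preincubated 15 min at room temperature, then 50 nM substrate (final) started primer extension/strand displacement. Reads were taken at 0 and 10 min; concentration-response data were fitted to a four-parameter Hill equation.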
LDHA inh: LDHA (human) enzyme inhibition; P00338; hit rate 0.15% among 480,000; AID 1347041; purified LDHA, NADH/diaphorase-resazurin fluorescence; stronger effect = lower value; activity change, % (values are at about 110 or 230 µM); in the data active = activity change below about -30%; inconclusive = mostly about -25% to -30%;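 note: plate controls were DMSO wells for no effect and wells without enzyme for full effect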
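Human LDH5 at 2 nM final in Tris HCl pH 7.4 with 0.06 mM NADH and 0.2 mM pyruvate, reacted 5 minutes at room temperature. Remaining NADH coupled via diaphorase/resazurin; resorufin fluorescence read at 0 and 20 minutes, normalized to enzyme-free and DMSO wells.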
Pol kappa inh: inhibitors of human DNA polymerase kappa; Q9UBT6; purified Pol kappa, fluorescent DNA synthesis assay, 10 min; Potency, µM (titrated, usually from 107 µM), inactives show at the highest dose activity, negative = inhibition, usual class: inhibitors; hit rate 0.53% among 400,000; AID 588579; note: potency is the fitted concentration of half-maximal effect; % is set by controls: 0 for no effect and ±100 for the full control effect
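Enzyme at 10 nM met test compounds for 15 min at room temperature. Substrate addition (50 nM final) began the reaction, which was monitored by fluorescence at 0 and 10 min.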
ALOX12 inh: blocks human arachidonate 12S-lipoxygenase. P18054. purified 12hLO, xylenol orange hydroperoxide absorbance. Potency, µM (titrated, usually from 108 µM), for the others: at the highest dose activity change, negative = inhibition, actives largely listed as inhibitors. hit rate 1.1% among 580,000; note: potency is the fitted concentration of half-maximal effect; % is set by controls: 0 for no effect and ±100 for the full control effect
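Purified human 12hLO at 150 nM in 25 mM Hepes, 0.01% Triton X-100, pH 7.0, preincubated 15 min at room temperature with compound. Reaction started with 40 uM arachidonic acid, 30 min at room temperature. Hydroperoxide measured by Fe-xylenol orange, 573/405 nm absorbance ratio.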
RGS4 inhibitor: inhibitors of human regulator of G protein signaling 4. Transcreener GDP fluorescence polarization, RGS4-accelerated GTP hydrolysis. Potency, µM (top dose mostly 114 µM), inactives show at the highest dose activity change, negative = inhibition, actives largely listed as inhibitors. hit rate 0.039% among 390,000. P49798. AID 504845; note: potency is the fitted concentration of half-maximal effect; % is set by controls: 0 for no effect and ±100 for the full control effect; nearly all actives have a fitted effect of over 75% in size; some results filed as inactive show a strong effect at the top dose
Target sequence (P49798 whole entry, looked up): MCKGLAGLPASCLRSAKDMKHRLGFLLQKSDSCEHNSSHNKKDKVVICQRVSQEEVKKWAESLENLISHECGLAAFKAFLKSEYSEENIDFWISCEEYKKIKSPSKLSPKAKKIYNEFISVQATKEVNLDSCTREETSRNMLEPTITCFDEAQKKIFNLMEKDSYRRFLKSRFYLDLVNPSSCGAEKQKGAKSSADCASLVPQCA
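MLSMR compounds (23 nl, pin-transferred) preincubated 10 min at room temperature with a 500nM (2x) first reagent, then RGS4 at 900nM (2x) plus Transcreener GDP mix added; fluorescence polarization (620/688 nm) read before and after 90 min at 30 °C.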
ERG Ets-DNA blk: ERG Ets/DNA interaction inhibition; fluorescence polarization, His-ERG Ets domain / labelled DNA; AID 624246; Potency, µM (series often up to 76.9 µM), for inactives: at the top dose FP activity, negative = inhibition, actives largely listed as inhibitors; P11308; hit rate 0.028% among 370,000; active = well fitted inhibition curve with a large enough effect in the polarisation, with a control signal flat; inconclusive = small, poorly fitted or top-dose-only effect, or effect the other way, or a change in a side signal; inactive = no such curve, though single readings can be large or run the other way; the % refers to the polarisation;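 note: polarization taken with two DNA probes labelled with fluorescein and Texas red; potency is the fitted concentration of half-maximal effect; % of control where 0% means no effect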
Target sequence (P11308 whole entry, looked up, the tested form may be a part): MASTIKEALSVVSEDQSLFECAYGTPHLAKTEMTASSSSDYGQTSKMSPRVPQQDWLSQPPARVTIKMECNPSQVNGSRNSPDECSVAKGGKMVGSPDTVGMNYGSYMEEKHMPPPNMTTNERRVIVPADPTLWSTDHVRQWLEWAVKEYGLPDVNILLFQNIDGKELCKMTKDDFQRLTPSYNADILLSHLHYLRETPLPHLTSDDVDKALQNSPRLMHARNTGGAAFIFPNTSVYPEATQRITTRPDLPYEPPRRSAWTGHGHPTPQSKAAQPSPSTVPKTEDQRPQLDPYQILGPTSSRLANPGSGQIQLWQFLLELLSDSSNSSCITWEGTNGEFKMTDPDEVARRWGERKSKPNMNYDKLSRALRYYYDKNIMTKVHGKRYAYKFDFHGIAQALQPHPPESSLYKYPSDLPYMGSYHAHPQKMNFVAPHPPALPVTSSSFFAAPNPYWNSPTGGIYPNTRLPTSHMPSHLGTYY
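His-tagged ERG Ets domain (1 uM in the protein solution; 300mM KCl, 50mM Tris-HCl, 1mM EDTA, 1mM DTT, pH 7.5) received compound, then a probe mix of 5 nM fluorescein-DNA and 100nM Texas-615-DNA. Fluorescence polarization was read for both dyes.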
Anesthetic bind: binds horse apoferritin like a general anesthetic; P02791; apoferritin/1-aminoanthracene competitive binding, fluorescence; Potency, µM (doses to about 77.5 µM), inactives show top-dose activity change, negative = displacement, actives largely listed as inhibitors; hit rate 0.074% among 350,000; AID 485281; note: potency is the fitted concentration of half-maximal effect; % is set by controls: 0 for no effect and ±100 for the full control effect; nearly all actives have a fitted effect of over 20% in size
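Horse-spleen apoferritin (10 uM) in 50% saturated 1-aminoanthracene in PBS was incubated 10 min at room temperature with compound. Fluorescence (ex 380, em 535 nm) was normalized to free and bound 1-AMA, with concentration-response fitted by a four-parameter Hill equation.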
* hit, by the source's call; & = joins results of further samples; [ ] = dose if it differs, or a comment. Unless noted, calls come from the whole dose curve; as a rule, active = well fitted curve in the direction sought with a large enough effect; inconclusive = small, poorly fitted or top-dose-only effect, or another doubt; inactive = no such curve, though single readings can be large; an effect the other way counts as inactive or inconclusive. Some of the compounds tested; count on the stated rates, not on these rows.

What do the screens show for `CCOC(=O)N1CCC(NC(=O)c2c(C)nn(-c3cccc(C)c3)c2-n2cccc2)CC1`?
POLH inh: -23%; POLB inh: -2%; LDHA inh: 2; Pol kappa inh: -12%; ALOX12 inh: -17%; RGS4 inhibitor: -15%; ERG Ets-DNA blk: 2%; Anesthetic bind: -9%

What do the screens show for `Cc1[nH]n2c(=O)cc(C(C)C)nc2c1-c1ccccc1`?
APE1 inh: -4%; POLH inh: -17%; POLB inh: 21%; LDHA inh: -4; Pol kappa inh: -3%; ALOX12 inh: -8%; RGS4 inhibitor: 8%; ERG Ets-DNA blk: 3%; Anesthetic bind: -9%

What do the screens show for `O=C(Nc1cccc(-c2nc3ccccc3o2)c1)c1cccc2c(Cl)cccc12`?
POLH inh: -11%; POLB inh: 17%; LDHA inh: -4; Pol kappa inh: 0%; ALOX12 inh: -12%; RGS4 inhibitor: 5%; ERG Ets-DNA blk: 1%; Anesthetic bind: 6%

What do the screens show for `CN(C)CCCN(C(=O)c1ccc2c(c1)CCCC2)c1nc2c(F)cccc2s1`?
APE1 inh: 3%; POLH inh: inconclusive; POLB inh: 13%; LDHA inh: 13; Pol kappa inh: -21%; ALOX12 inh: inconclusive; RGS4 inhibitor: -25%; ERG Ets-DNA blk: -4%; Anesthetic bind: -20%

Results for CCOC(=O)C1CCN(C(=O)c2cc3c(-c4ccc(OC)c(OC)c4)nn(C)c3s2)CC1 ?
APE1 inh: 9%; POLH inh: -3%; POLB inh: 10%; LDHA inh: 1; Pol kappa inh: 1%; RGS4 inhibitor: -2%; ERG Ets-DNA blk: -1%; Anesthetic bind: -11%

What do the screens show for `O=C1CCCC(=O)N1c1ccc(Oc2ccc(Cl)cc2)cc1`?
APE1 inh: 0%; POLH inh: -21%; POLB inh: -17%; LDHA inh: -5; Pol kappa inh: -3%; ALOX12 inh: -7%; RGS4 inhibitor: -29%; ERG Ets-DNA blk: 8%; Anesthetic bind: -14%

How did COc1ccccc1C(=O)NC(=O)COC(=O)c1ccc(Br)o1 do in these assays?
APE1 inh: 10%; POLH inh: -22%; LDHA inh: -3; Pol kappa inh: -3%; ALOX12 inh: inconclusive; RGS4 inhibitor: 10%; ERG Ets-DNA blk: 1%

Results for CCC(Sc1nc2nccnc2c(=O)n1Cc1ccc(C)cc1)C(=O)NC1CCCCC1 (centres undefined) ?
POLH inh: 4%; POLB inh: 11%; LDHA inh: -4; Pol kappa inh: -2%; ALOX12 inh: -23%; RGS4 inhibitor: 8%; ERG Ets-DNA blk: inconclusive; Anesthetic bind: 4%

Results for O=C(O)c1nc(NCc2ccccc2)ncc1Cl ?
APE1 inh: -8%; POLH inh: -9%; POLB inh: 34%; LDHA inh: -4; Pol kappa inh: 11%; ALOX12 inh: 0%; RGS4 inhibitor: 23%; ERG Ets-DNA blk: 9%; Anesthetic bind: -1%

Results for COc1ccc(N/C(N)=N/c2nc(C)cc(=O)[nH]2)cc1 ?
APE1 inh: 4%; POLH inh: -9%; POLB inh: inconclusive; LDHA inh: -2; Pol kappa inh: 1%; ALOX12 inh: inconclusive; RGS4 inhibitor: -14%; ERG Ets-DNA blk: 4%; Anesthetic bind: -1%

How did O=c1c(Cc2ccc(Cl)cc2Cl)c(O)ccn1CC(F)(F)F do in these assays?
APE1 inh: 41%; POLH inh: -15%; POLB inh: 3%; LDHA inh: 0; Pol kappa inh: 5%; ALOX12 inh: 0%; RGS4 inhibitor: inconclusive; ERG Ets-DNA blk: -3%; Anesthetic bind: -11%

Results for N[C@H](C(=O)O)[C@@H]1[C@@H](C(=O)O)C1(F)F ?
APE1 inh: inconclusive; Pol kappa inh: 2%&-12%[19.4 µM]; ALOX12 inh: inconclusive; RGS4 inhibitor: inconclusive; Anesthetic bind: -5%

What do the screens show for `CC(C)C[C@@H](CO)N1CCN(Cc2cccnc2)CCC1=O`?
APE1 inh: 18%; POLH inh: -9%; POLB inh: 18%; LDHA inh: -3; Pol kappa inh: -10%&-5%; ALOX12 inh: -7%; RGS4 inhibitor: 18%; ERG Ets-DNA blk: 3%; Anesthetic bind: 2%

How did O=C(NC1CCN(S(=O)(=O)c2ccccc2C(F)(F)F)CC1)c1ccco1 do in these assays?
APE1 inh: -7%; POLH inh: -14%; POLB inh: 11%; LDHA inh: -1; Pol kappa inh: -3%; ALOX12 inh: -20%; RGS4 inhibitor: -22%; ERG Ets-DNA blk: inconclusive; Anesthetic bind: 0%

How did COc1cccc(NC(=O)CC(C)S(=O)(=O)c2ccc3c(c2)NC(=O)CO3)c1 (centres undefined) do in these assays?
POLH inh: -11%; POLB inh: 0%; LDHA inh: -5; Pol kappa inh: -15%; ALOX12 inh: -10%; RGS4 inhibitor: 11%; ERG Ets-DNA blk: 1%; Anesthetic bind: -7%

Results for Cc1ccc(OCCNC(=O)c2ccc(C)o2)cc1 ?
APE1 inh: -10%; POLH inh: -7%; LDHA inh: 1; Pol kappa inh: 12%; ALOX12 inh: 343%[activator]; RGS4 inhibitor: -1%; ERG Ets-DNA blk: 7%

What do the screens show for `Cc1ccccc1CCNC(=O)CCn1ccc2cc(S(=O)(=O)N3CCCC3)ccc21`?
APE1 inh: -22%; POLH inh: -26%; POLB inh: -26%; LDHA inh: -2; Pol kappa inh: 4%; ALOX12 inh: 22%; RGS4 inhibitor: -8%[11.4 µM]; ERG Ets-DNA blk: -2%; Anesthetic bind: -7%

How did NC1=NC(=O)/C(=C/c2ccccc2OS(=O)(=O)c2ccc3ccccc3c2)S1 do in these assays?
APE1 inh: -1%; POLH inh: inconclusive; POLB inh: -1%; LDHA inh: -3; Pol kappa inh: -7%; ALOX12 inh: -19%; RGS4 inhibitor: 1%; ERG Ets-DNA blk: -5%; Anesthetic bind: 2%

What do the screens show for `COc1ccc(-c2cc3ccccc3[nH]2)cc1`?
APE1 inh: -10%; POLH inh: -5%; POLB inh: 36%; LDHA inh: 1; Pol kappa inh: -9%; ALOX12 inh: inconclusive; RGS4 inhibitor: -32%; ERG Ets-DNA blk: 0%; Anesthetic bind: 3%

How did Cc1oc2c(C)c3oc(=O)c(CCC(=O)NCCCCCC(=O)O)c(C)c3cc2c1C do in these assays?
APE1 inh: -5%; POLH inh: -3%; POLB inh: 29%; LDHA inh: 0; Pol kappa inh: 9%; ALOX12 inh: 14%; RGS4 inhibitor: -7%; ERG Ets-DNA blk: 12%; Anesthetic bind: -14%

What do the screens show for `CN1CCC(N(C)C(=O)c2cc(-c3ccccc3Cl)nc3ccccc23)CC1`?
APE1 inh: -6%; POLH inh: -3%; LDHA inh: -5; Pol kappa inh: -12%; ALOX12 inh: -6%; RGS4 inhibitor: 26%; ERG Ets-DNA blk: 17%

Results for Cc1c(C(=O)N/N=C/c2ccccn2)nnn1-c1nonc1N ?
APE1 inh: 4%[12.4 µM]; POLH inh: -15%; POLB inh: 20%; LDHA inh: 0; Pol kappa inh: -2%; ALOX12 inh: 27%; RGS4 inhibitor: -39%; ERG Ets-DNA blk: -5%; Anesthetic bind: -1%

How did Cc1ccnc2ccc(SC(F)(F)F)cc12 do in these assays?
APE1 inh: -10%; POLH inh: -19%; POLB inh: 9%; LDHA inh: -1; Pol kappa inh: 4%; ALOX12 inh: 4%; RGS4 inhibitor: -5%; ERG Ets-DNA blk: -6%; Anesthetic bind: 4%

How did COc1ccc(-c2nc(-c3ccc(Br)o3)no2)cc1OC do in these assays?
APE1 inh: -2%; POLH inh: -4%; POLB inh: 17%; LDHA inh: 0; Pol kappa inh: 14%; ALOX12 inh: inconclusive; RGS4 inhibitor: -2%; ERG Ets-DNA blk: -4%; Anesthetic bind: -9%

Results for CCOC(=O)N1CCN(C(=O)c2ccc3c(=O)n(Cc4ccccc4OC)c(=S)[nH]c3c2)CC1 ?
APE1 inh: -5%; POLH inh: -7%; POLB inh: -2%; LDHA inh: -2; Pol kappa inh: -23%; ALOX12 inh: -6%; RGS4 inhibitor: 3%; ERG Ets-DNA blk: -2%; Anesthetic bind: inconclusive

Results for CCCC(CCC(=O)Nc1ccn(-c2ccccc2)n1)C(=O)O (centres undefined) ?
APE1 inh: -8%; POLH inh: -12%; POLB inh: 40%; LDHA inh: -12; Pol kappa inh: -3%; ALOX12 inh: 5%; RGS4 inhibitor: 36%; ERG Ets-DNA blk: -8%; Anesthetic bind: 2%

Molecules listed so far containing an aryl thioether with sulfur outside any ring, in the order listed:
Results for CCC(Sc1nc2nccnc2c(=O)n1Cc1ccc(C)cc1)C(=O)NC1CCCCC1 (centres undefined) ?
POLH inh: 4%; POLB inh: 11%; LDHA inh: -4; Pol kappa inh: -2%; ALOX12 inh: -23%; RGS4 inhibitor: 8%; ERG Ets-DNA blk: inconclusive; Anesthetic bind: 4%

How did Cc1ccnc2ccc(SC(F)(F)F)cc12 do in these assays?
APE1 inh: -10%; POLH inh: -19%; POLB inh: 9%; LDHA inh: -1; Pol kappa inh: 4%; ALOX12 inh: 4%; RGS4 inhibitor: -5%; ERG Ets-DNA blk: -6%; Anesthetic bind: 4%

Source: PubChem (National Center for Advancing Translational Sciences (NCATS))
